Bioassay records deposited in PubChem by several laboratories.
PriA SSB inh = inhibitors of Klebsiella pneumoniae PriA binding to SSB C-terminal tail; AlphaScreen SSBct-PriA binding, biotinylated peptide; inhibition, % at 33 µM; hit rate 0.6% among 430,000; AID 1272365; in the data active = inhibition mostly above about 37%, no sharp cut-off; inactive = mostly below about 20%;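 note: plate controls were negative control peptide for no effect and reference peptide for full effect; strong numbers were not always called active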
Y pestis TopoI = blocks Yersinia pestis topoisomerase I activity; Y. pestis Topo-I cleavage product accumulation, plate reader; activity, % at 10 µM; hit rate 0.064% among 360,000; in the data active = activity above about 50%, passing the limit was not always enough; inconclusive = no clear call, values can overlap the other calls; note: inactives centre near 2
MazF activator = MazEF (E. coli) toxin RNase activation. P0AE70. FAM/BHQ RNA-DNA oligo cleavage fluorescence, 5 h. activation, % at 20 µM. hit rate 0.32% among 350,000. AID 504720; in the data active = activation above about 50%
Target sequence (P0AE70 whole entry, looked up): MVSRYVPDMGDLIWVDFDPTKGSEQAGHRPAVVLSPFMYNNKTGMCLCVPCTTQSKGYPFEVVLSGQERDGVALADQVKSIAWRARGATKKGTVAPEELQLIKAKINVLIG
TcdB GH inh = blocks C. difficile toxin B glycohydrolase activity; TcdB glycohydrolase enzymatic assay, plate reader; inhibition, % at 9.99 µM; P18177; AID 652162; hit rate 0.24% among 350,000; in the data active = inhibition above about 10%
PfHsp40 rescue = rescue of PfHsp40-mediated yeast toxicity. S. cerevisiae expressing PfHsp40, growth rescue, ATP luminescence. growth rescue, % at 12.5 µM. hit rate 0.68% among 340,000. AID 504582; in the data active = growth rescue above about 28%, passing the limit was not always enough; inconclusive = no clear call, values can overlap the other calls;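 note: yeast W303a lacking pdr1 and pdr3 grown in galactose medium; growth measured after three days at 30 °C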
BH1578 lux ind = quorum light induction in luxS cqsA deficient V. cholerae; V. cholerae BH1578 lux reporter, luminescence, 6 h; activation, % at 18.7 µM; hit rate 0.16% among 350,000; in the data active = activation mostly above about 9.7%, no sharp cut-off; inconclusive = no clear call, values can overlap the other calls; inactive = mostly below about 3.7%; note: not every result past the cut was called active; inactives centre near 0; reference of the scale not given here
DUSP3 inh = DUSP3 (human) phosphatase inhibition. P51452. recombinant VHR phosphatase, pNPP absorbance. inhibition, % at 13.3 µM. hit rate 0.52% among 290,000; in the data active = inhibition above about 50%; note: some compounds called inactive have numbers as strong as hits
Target sequence (P51452 whole entry, looked up): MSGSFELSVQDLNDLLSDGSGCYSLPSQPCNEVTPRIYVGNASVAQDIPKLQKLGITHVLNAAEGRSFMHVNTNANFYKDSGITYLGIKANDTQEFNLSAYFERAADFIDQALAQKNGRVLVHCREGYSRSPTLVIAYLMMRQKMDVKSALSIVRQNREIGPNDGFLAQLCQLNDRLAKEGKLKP
Rv3671c protease = Rv3671c (M. tuberculosis) protease inhibition; hit rate 0.048% among 320,000; AID 2606; inhibition, % at 5.96 µM; in the data active = inhibition above about 38%;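 note: extracellular domain of Rv3671c used as enzyme; 0% = enzyme with DMSO and 100% = no enzyme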
Target sequence (P9WHR9 whole entry, looked up, the tested form may be a part): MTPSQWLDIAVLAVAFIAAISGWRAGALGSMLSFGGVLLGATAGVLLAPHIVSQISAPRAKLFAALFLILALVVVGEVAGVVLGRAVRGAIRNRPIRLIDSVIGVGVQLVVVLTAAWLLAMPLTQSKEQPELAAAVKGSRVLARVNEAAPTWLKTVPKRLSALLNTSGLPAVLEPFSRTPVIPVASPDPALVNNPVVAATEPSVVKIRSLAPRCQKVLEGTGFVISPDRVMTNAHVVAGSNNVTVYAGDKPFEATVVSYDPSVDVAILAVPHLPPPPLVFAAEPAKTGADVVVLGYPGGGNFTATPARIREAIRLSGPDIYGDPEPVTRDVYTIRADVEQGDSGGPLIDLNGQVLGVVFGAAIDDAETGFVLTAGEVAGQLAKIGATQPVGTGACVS
SARS 3CLpro inh = SARS-CoV 3CLpro protease inhibition. P0C6X7. recombinant SARS-CoV 3CLpro, quenched FRET peptide cleavage. inhibition, % at 6 µM. hit rate 0.14% among 290,000. AID 1706; in the data active = inhibition above about 12%
Anthrax LF inh2 = blocks Bacillus anthracis lethal factor protease; P15917; multiplex microsphere protease cleavage assay, LF; inhibition, % at 10 µM; hit rate 0.12% among 360,000; AID 588501; in the data active = inhibition above about 30%; inconclusive = no clear call, values can overlap the other calls; note: plate controls were buffer without enzyme for full effect and enzyme alone for no effect
An asterisk follows results filed as active; i = inactive; ? = inconclusive; . = no result given.

SMILES | PriA SSB inh | Y pestis TopoI | MazF activator | TcdB GH inh | PfHsp40 rescue | BH1578 lux ind | DUSP3 inh | Rv3671c protease | SARS 3CLpro inh | Anthrax LF inh2
CC(=O)c1ccc(OCc2cc(C(=O)N(C)C(C)c3ccon3)no2)cc1 (stereo unspecified) | -10 | 8 | -4 | 2.5 | -1.0 | -0.2 | 30 | 6 | -2 | -1
COc1ccc(S(=O)(=O)N2CCN(C/C=C/c3ccccc3)CC2)cc1F | -5 | 29 | 5 | 0.1 | 1.8 | -0.5 | 30 | 1 | 4 | -2
Cc1cc(=O)oc2ccc(OCC(=O)NCc3ccco3)cc12 | -10 | 2 | -1 | . | ? | -0.7 | 33 | -3 | 1 | -1
COc1ccc(OC)c(/C=C/c2ccc3cccc(O)c3n2)c1 | . | 2 | . | 1.7 | 14 | i | 31 | -12 | -3 | 8
CCOc1ccc(S(=O)(=O)N2CCN(C(=O)c3cc(C4CC4)nn3-c3ccccc3)CC2)cc1 | 4 | 25 | -2 | 0.8 | 0.8 | 1.6 | . | . | . | 1
Cc1cccc(C(=O)Nc2cccc(C(=O)N/N=C/c3ccc4c(c3)OCO4)c2)c1 | . | 12 | -3 | 1.9 | -1.3 | -0.1 | 20 | -12 | 4 | -1
CCc1ccccc1NC(=O)CN(C)C(=O)COC(=O)c1cccnc1Cl | -11 | -2 | 1 | -8.5 | -0.3 | i | . | -6 | . | 10
Cc1cc(C)c[n+](C2=C([O-])c3ccccc3C(=O)/C2=N\S(=O)(=O)c2cccs2)c1 | . | -11 | -4 | 1.7 | -0.2 | -0.3 | -5 | -18 | 2 | 0
O=S(=O)(NCc1ccccn1)c1cccc2nsnc12 | 1 | 7 | 4 | . | -2.0 | 3.6 | 12 | 1 | 1 | 0
N#CCC(=O)Nc1ccc(C(=O)OCC(=O)N(Cc2ccccc2)C2CCS(=O)(=O)C2)cc1 (stereo unspecified) | -6 | -5 | 7 | 0.1 | 1.7 | -0.5 | 13 | -97 | 1 | -7

A few values from above:
PriA SSB inh result of CC(=O)c1ccc(OCc2cc(C(=O)N(C)C(C)c3ccon3)no2)cc1 (stereo unspecified) reads -10
DUSP3 inh result of COc1ccc(OC)c(/C=C/c2ccc3cccc(O)c3n2)c1 reads 31

Remaining list, next part:
SMILES | PriA SSB inh | Y pestis TopoI | MazF activator | TcdB GH inh | PfHsp40 rescue | BH1578 lux ind | DUSP3 inh | Rv3671c protease | SARS 3CLpro inh | Anthrax LF inh2
COc1ccc(N(C)C(=O)C2CCCN2S(=O)(=O)c2cccc3nsnc23)cc1 (stereo unspecified) | 2 | 2 | 8 | 1.4 | -0.4 | -0.4 | 15 | 4 | 1 | -1
CN(C)c1ccc(-c2cccc3nccn23)cc1 | . | 4 | . | 3.4 | . | -1.3 | . | . | . | -13
O=C(Cn1cnc2ccccc2c1=O)NCC(=O)N1CCN(Cc2ccc3c(c2)OCO3)CC1 | -7 | -5 | 7 | . | 0.1 | i | -4 | -6 | -2 | -2
COc1cc(OC)cc(C(=O)NCC2CCCN(Cc3cccc(C(C)=O)c3)C2)c1 (stereo unspecified) | -11 | -1 | 7 | 0.3 | 0.5 | -2.0 | 14 | 6 | -1 | 21
C/C(=N\NC(=O)c1cccc(O)c1)c1ccc(NC(=O)Cc2ccccc2)cc1 | . | -10 | 3 | -0.4 | 0.4 | i | 6 | -2 | 1 | -2
CCn1cc(C(=O)NCc2ccccc2OC)c(=O)c2cc(S(=O)(=O)N(C)C)ccc21 | -7 | 18 | 4 | 2.0 | -0.7 | i | -9 | -6 | 1 | -2
Nc1c(C(=O)Nc2ccccc2)sc2nc(-c3ccco3)ccc12 | -3 | -25 | -11 | . | 1.3 | -0.7 | 11 | 0 | 3 | -15
O=C(NC(=S)Nc1ccc(N2CCCCC2)c(Cl)c1)c1ccc2c(c1)OCCO2 | 1 | 0 | -55 | . | -1.2 | -2.9 | 16 | 0 | -2 | 0
CCOC(=O)c1ccc(Oc2cc(C)nc(SC)n2)cc1 | -27 | 18 | 3 | . | -0.6 | -0.4 | -5 | -5 | 2 | ?
Cc1ccc(S(=O)(=O)Nc2cccc(C(=O)N3CCC(C(N)=O)CC3)c2)cc1 | 3 | 3 | -3 | 2.2 | 0.3 | -1.3 | . | 0 | . | -8

Some of the entries so far, with values under each structure:
Value order – PriA SSB inh, Y pestis TopoI, MazF activator, TcdB GH inh, PfHsp40 rescue, BH1578 lux ind, DUSP3 inh, Rv3671c protease, SARS 3CLpro inh, Anthrax LF inh2
CN(C)c1ccc(-c2cccc3nccn23)cc1
  ., 4, ., 3.4, ., -1.3, ., ., ., -13
O=C(Cn1cnc2ccccc2c1=O)NCC(=O)N1CCN(Cc2ccc3c(c2)OCO3)CC1
  -7, -5, 7, ., 0.1, i, -4, -6, -2, -2

(list continues)
SMILES | PriA SSB inh | Y pestis TopoI | MazF activator | TcdB GH inh | PfHsp40 rescue | BH1578 lux ind | DUSP3 inh | Rv3671c protease | SARS 3CLpro inh | Anthrax LF inh2
CCOC(=O)/C(=C\c1ccc(N2CCC(c3ccccc3)=N2)cc1)C(C)=O | -10 | -3 | i | 0.7 | 1.1 | i | . | . | . | -23
CCOc1ccc(NS(=O)(=O)c2ccc(OC)c(NC(=O)c3ccc4c(c3)OCCO4)c2)cc1 | -3 | 18 | 12 | . | 0.4 | 1.6 | -7 | -53 | 5 | -1
O=C(NCCN1CCOCC1)c1cc(Cl)ccc1Cl | 6 | 1 | 9 | 0.0 | 0.3 | i | 16 | . | 2 | 1
C=CCN1CCN(C(c2ccc(Cl)cc2)c2nnnn2CCc2ccc(OC)c(OC)c2)CC1 (stereo unspecified) | -5 | 10 | -2 | . | 1.5 | i | 2 | 1 | 3 | -2
CCOC(=O)C1CCN(C(=O)Nc2ccc3c(c2)nc(C)n3C)CC1 | -8 | -5 | 10 | 1.8 | -1.6 | ? | -26 | 12 | -4 | -1
CCCCN1C[C@H](Cc2ccccc2)[C@@H](CC(=O)Nc2ccc(OC)cc2)C1=O | . | 14 | 4 | 0.5 | . | -0.2 | . | . | . | -1
COc1ccc(CNC(=O)c2cc(SC)ccc2Cl)cc1OC | 2 | 9 | 0 | 3.2 | 0.4 | i | 17 | 0 | 5 | 0
Cc1nc(C)c(-c2csc(Nc3cccc(O)c3)n2)s1 | -8 | -7 | 13 | 1.3 | -0.1 | -0.2 | 30 | 2 | -4 | 1
CC(=O)c1ccc(N2CCN(C(=O)CCc3ccccc3)CC2)cc1 | -11 | 4 | 0 | 0.2 | -0.6 | i | 31 | -4 | 0 | -6
COc1ccc(NC(=O)c2cc(S(=O)(=O)N3CCCCC3)ccc2OC)cc1 | -1 | 7 | 8 | 0.7 | -0.8 | -12 | -2 | 10 | 7 | 2
O=C(Nc1cccc(S(=O)(=O)N2CCCCC2)c1)c1cnccn1 | -2 | -9 | 7 | 1.3 | -0.3 | -0.4 | -11 | -3 | 0 | -1
CC(C)Oc1ccc(C(=O)Nc2nnc(C3=COCCO3)o2)cc1 | 0 | -5 | -2 | -5.6 | -0.2 | -0.7 | . | 3 | . | -4
C=CCN(C(=O)CN1CCCCC1)c1nc(-c2ccccc2)cs1 | -8 | -7 | -25 | 0.4 | 0.6 | -0.4 | 26 | 5 | 5 | 2
CCOc1ncccc1C(=O)Oc1ccc2c(c1)OCO2 | -20 | 5 | -2 | . | -0.3 | . | -1 | 1 | 2 | -1
COCCCNc1ccnc2c(Cl)cccc12 | 1 | 0 | 3 | . | -0.5 | 2.1 | 10 | -4 | -3 | -1
O=C(COC(=O)/C=C/c1ccc(Cl)cc1Cl)Nc1ccc2c(c1)OCCO2 | -1 | 18 | 18 | 2.0 | 3.7 | 2.3 | 8 | 3 | 1 | 0
Cc1ccc(-n2nnnc2SCC(=O)Nc2cc(C)on2)c(C)c1 | -2 | 12 | 1 | -0.2 | -0.7 | i | -17 | 6 | 7 | -8
Cc1nc2c(OCc3ccc(F)c(F)c3)cccn2c1N(C)C(=O)CCC1CCCC1 | . | 16 | . | 1.5 | . | -0.2 | . | . | . | -8
COc1ccc(C2=NN(CCC(=O)NC3CCCCCC3)C(=O)CC2)cc1 | -14 | 17 | -2 | 1.9 | -0.3 | -0.4 | 10 | -7 | 5 | 0
O=C(Nc1ccc2c(c1)OCO2)O[C@@H]1C[C@H]2CCCC(=O)N3CC[C@@H](C1)[C@@H]23 | -10 | 7 | 8 | 0.4 | 0.2 | -0.4 | 9 | -3 | 3 | 1
CCOC(=O)c1sc2nc(C)nc(SCC(=O)NC3CCS(=O)(=O)C3)c2c1C (stereo unspecified) | -12 | -3 | -4 | 2.1 | 2.0 | -0.1 | 18 | -2 | -6 | -3
O=C(CSc1nnc(-c2ccccn2)o1)Nc1ccccc1F | 13 | 4 | 0 | 3.0 | -2.7 | -7.7 | -23 | -6 | -1 | -1
CCN1C(=O)[C@H]2[C@@H](c3ccc(C)cc3)N3C(=O)N(c4cccc(F)c4)C(=O)[C@@]3(Cc3ccc(Cl)cc3)[C@H]2C1=O | -4 | -13 | -2 | -0.6 | 2.4 | -0.4 | . | -19 | . | 2
O=C(CN1CCOCC1)c1c[nH]c2ccccc12 | -14 | 5 | 9 | . | 0.8 | -2.0 | 20 | 10 | 2 | -3
COc1ccc(C)cc1S(=O)(=O)N1CCN(C(=O)c2ncoc2-c2ccc(F)cc2)CC1 | -5 | 29 | -6 | 0.2 | 18 | -0.2 | 53* | -22 | -2 | -5
CCCc1ccc(C(O)c2ncc(-c3ccc(C)cc3)[nH]2)cc1 (stereo unspecified) | . | -2 | . | 0.1 | . | i | . | . | . | -7
CC(=O)N1CC=C2C(C#N)=C(N)C(C#N)(C#N)C(CCc3ccccc3)C2C1 (stereo unspecified) | -4 | 4 | -8 | . | 2.3 | -0.2 | 18 | -5 | -7 | -1
O=C(Nc1ccc(OC(F)(F)F)cc1)c1ccc(-n2cncn2)nc1 | -5 | -3 | -9 | 0.4 | -0.1 | -0.3 | 20 | -6 | 2 | 0
CC(C)(C)N(C(=O)Cn1nnc(-c2ccc(F)cc2)n1)C(C(=O)NC1CCCC1)c1ccncc1 (stereo unspecified) | -3 | 1 | 9 | . | -0.7 | -1.7 | 13 | 8 | -8 | 2
O=C1CCCN1CCCNc1ncccc1[N+](=O)[O-] | 0 | -2 | 2 | 2.2 | -2.1 | -0.3 | 31 | -1 | -2 | -1
O=C(NCC(O)c1ccc2ccccc2c1)c1c(F)cccc1F (stereo unspecified) | -7 | 0 | -1 | 0.5 | 1.2 | -0.3 | -3 | -7 | -1 | 0
Cc1ccc(C)c(OCC(=O)Nc2cccc(C(=O)O)c2)c1C | -8 | -4 | 2 | . | -1.0 | 0.1 | -10 | 3 | -1 | 6
CCc1cc(=O)oc2cc(C)cc(OC(C)C(=O)NCCCN3CCCC3=O)c12 (stereo unspecified) | 4 | 3 | -3 | -0.5 | 0.0 | -0.7 | 12 | -2 | -1 | 0
CCOc1cc(N2CCOCC2)c(OCC)cc1NC(=O)COc1cccc(Cl)c1 | 7 | -7 | 6 | 1.3 | -0.1 | 1.5 | . | -2 | . | 3
Cc1cc(-c2ccccc2N)n[nH]1 | -9 | 2 | 1 | . | 0.9 | 6.2 | 14 | -2 | 4 | -1
O=C(COc1ccc(F)cc1Cl)N1CCN(C(=O)c2cccs2)CC1 | 33 | 6 | -14 | -0.7 | 0.5 | i | . | 2 | . | -1
CCOC(=O)CSc1nnc(CNC(=O)c2ccc(OC)c(OC)c2)n1C | -28 | 3 | 2 | . | 9.0 | i | 10 | -8 | 0 | 1
Cc1cc(=O)oc2cc(OCC(=O)NCCc3nc4ccccc4[nH]3)ccc12 | -6 | 4 | 3 | . | -0.4 | -0.5 | 6 | -7 | 1 | ?
COC(=O)c1cn(Nc2ncc(C(F)(F)F)cc2Cl)c(=O)c2ccccc12 | -14 | 2 | 4 | . | 6.3 | -0.6 | -20 | 2 | 3 | -1
O=C(NCCc1c[nH]c2ccccc12)c1cc2ccccc2oc1=O | 9 | 9 | 10 | -0.7 | 1.2 | -0.4 | 5 | -6 | 5 | 0

Some of the compounds tested (hit frequency here may not be typical).
